TRHR ag = agonists of human TRH receptor | AID 493084 | P34981 | activation, % at 2 µM | actives 0.18% (n = 360,000) | TRHR cells, calcium flux fluo-8, FDSS agonist mode; further: 0% is about no effect
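TRHR-expressing cells loaded with fluo-8 calcium dye; 23 nL library compound pin-transferred, kinetic FDSS fluorescence (Ex 480/Em 530) recorded about 180 s for agonist-induced calcium release, before a 10 nM TRH EC20 addition for potentiator mode.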
D2 antagonist = D2 dopamine receptor (human) antagonism. P14416. HEK293 TREx D2 cells, calcium flux, dopamine EC80. inhibition, % at 10 µM. actives 2% (n = 340,000). AID 485344; in the data active means inhibition above about 30%; further: 0% is about no effect
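Dopamine at EC80 is the agonist stimulus; test compounds precede it by 180 s. Calcium flux read kinetically in a force-coupled, inducible HEK293 T-REx D2 cell line.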
D2 PAM = positively modulates the human D2 dopamine receptor allosterically | HEK293 T-REx D2, calcium flux, EC20 dopamine potentiation | P14416 | potentiation, % at 10 µM | actives 0.34% (n = 340,000);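 active means potentiation over 3 SD above the plate norm, cut at about 30% in these data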; further: 0% is about no effect
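Potentiation of an EC20 dopamine calcium response is measured in a force-coupled, tetracycline-inducible Hek293 Trex D2 line. Compound-only kinetic reads over 180 s flag agonists before dopamine addition.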
RXFP1 antag = blocks the human relaxin receptor RXFP1 | Q9HBX9 | actives 0.59% (n = 350,000) | HEK293-RXFP1, relaxin-stimulated cAMP HTRF, 30 min; stronger effect = lower value | activity change, negative = inhibition, % at 57.5 µM | AID 1259400;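 active means activity change of -60% or lower, but not beyond a set lower limit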; further: on the % scale 0 is the no-effect control and ±100 the full control effect
Target sequence (Q9HBX9 whole entry, looked up): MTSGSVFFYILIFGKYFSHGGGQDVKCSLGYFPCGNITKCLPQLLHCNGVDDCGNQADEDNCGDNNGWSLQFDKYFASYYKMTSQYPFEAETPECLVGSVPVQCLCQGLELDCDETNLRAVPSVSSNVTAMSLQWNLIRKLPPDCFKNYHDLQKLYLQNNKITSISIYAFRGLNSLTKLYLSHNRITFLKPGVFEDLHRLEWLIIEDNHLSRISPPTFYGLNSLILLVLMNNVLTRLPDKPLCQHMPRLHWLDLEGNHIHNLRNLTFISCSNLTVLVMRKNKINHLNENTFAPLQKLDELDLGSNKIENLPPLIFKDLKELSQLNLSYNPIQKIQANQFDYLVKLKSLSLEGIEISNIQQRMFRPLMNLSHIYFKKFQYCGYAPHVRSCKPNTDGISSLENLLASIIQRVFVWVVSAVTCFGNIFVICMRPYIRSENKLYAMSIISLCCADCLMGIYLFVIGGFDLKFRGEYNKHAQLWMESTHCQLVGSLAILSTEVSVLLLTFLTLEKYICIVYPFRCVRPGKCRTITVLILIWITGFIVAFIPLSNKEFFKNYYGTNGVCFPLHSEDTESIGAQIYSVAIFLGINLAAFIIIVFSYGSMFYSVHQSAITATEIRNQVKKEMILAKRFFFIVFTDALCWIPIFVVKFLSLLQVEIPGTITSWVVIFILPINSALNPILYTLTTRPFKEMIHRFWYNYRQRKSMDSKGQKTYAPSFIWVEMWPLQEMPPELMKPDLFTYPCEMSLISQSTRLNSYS
D2 agonist = agonists of human D2 dopamine receptor | P14416 | HEK293 T-REx D2 cells, calcium flux agonist mode | activation, % at 2 µM | actives 0.53% (n = 340,000);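 active means activation over 3 SD above normal in the single-dose calcium agonist read, cut at about 30% in these data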; further: 0% is about no effect
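Agonism is scored from calcium flux in a force-coupled, inducible HEK293 cell line expressing D2, read kinetically for 180 s after compound addition against dopamine controls.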
TRHR PAM = TRH receptor (human) allosteric enhancement; P34981; TRHR cells, fluo-8 calcium fluorescence, EC20 TRH enhancement; enhancement, % at 2 µM; actives 0.66% (n = 360,000); in the data active means enhancement above about 30%; further: 0% is about no effect
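TRHR-expressing cells loaded with fluo-8 calcium dye were read kinetically (ex 480/em 530) during compound addition, then stimulated with an EC20 of TRH (10 nM final). Enhancement of the Gq-mediated intracellular calcium response was scored.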
D1 antagonist = human D1 dopamine receptor antagonism. HEK293 TREx D1 cells, calcium flux, dopamine EC80; stronger effect = lower value. activity change, negative = inhibition, % at 10 µM. actives 3.2% (n = 360,000). AID 504652; in the data active means activity change below about -30%; further: on the % scale 0 is the no-effect control and ±100 the full control effect
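Using tetracycline-induced force-coupled D1 Hek293 cells and a calcium dye, signals were followed for 180 s after compound, then for 180 s after EC80 dopamine, to detect inhibitors.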
D1 agonist = activates the human D1 dopamine receptor | P21728 | HEK293 T-REx D1 cells, calcium flux, agonist mode | activation, % at 2 µM | actives 1% (n = 360,000) | AID 504660; further: 0% is about no effect
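Tetracycline-induced HEK293 TREx D1 cells, force-coupled to calcium signalling, were dye-loaded with a no-wash calcium kit. Compound was pin-added after a 10 s baseline. Fluorescence was read kinetically at 1 cycle/s for 180 s, with calcium rises flagged as agonism.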
D1 PAM = human D1 dopamine receptor positive modulation. HEK293 TREx D1 cells, calcium flux, dopamine EC20 potentiation. AID 504651. P21728. potentiation, % at 10 µM. actives 0.036% (n = 360,000); in the data active means potentiation above about 30%; further: 0% is about no effect
* = called active by the depositor; x = not tested or not shown. Unless noted, no stated cut-off is given here; in the data, active means activation above about 30%; inactive means the rest.

SMILES | TRHR ag | D2 antagonist | D2 PAM | RXFP1 antag | D2 agonist | TRHR PAM | D1 antagonist | D1 agonist | D1 PAM
CC1CCN(c2nc(Cl)nc(Nc3ccc([N+](=O)[O-])cc3)n2)CC1 | 0.0 | -1 | -9 | -5 | -0.2 | -7 | -6 | 1 | -2
Cc1cccc(C2C=C(c3ccc(C)c(C)c3)Nc3nnnn32)c1 (stereo not drawn) | 0.0 | x | -4 | -38 | 0.7 | 6 | 1 | 2 | -4
Cc1ccc2nc(Nc3nc(C)cc(C(F)(F)F)n3)nc(C)c2c1 | -0.7 | 8 | 5 | -12 | 0.5 | -5 | -14 | -1 | -4
O=C(NCCCc1ccccc1)c1ccc(CS(=O)Cc2ccc(Cl)cc2)o1 (stereo not drawn) | -0.3 | -1 | 11 | 3 | 0.5 | -5 | 9 | 2 | -1
Cc1cc(OC(=O)c2cccc(F)c2)c([N+](=O)[O-])c(=O)[nH]1 | 0.2 | -8 | -1 | 7 | -0.7 | 0 | 17 | 1 | -4
Cc1cc(C)n(-c2ccn(Cc3ccc(Cl)cc3Cl)c(=O)n2)n1 | -0.6 | -3 | -4 | 4 | 0.2 | -5 | -1 | 5 | -5
Cc1ccc(NC(=O)C(Cc2ccccc2)n2cccc2)c(C)c1 (stereo not drawn) | 0.3 | x | -8 | -24 | 1.4 | -5 | 2 | 4 | -4
CS(=O)(=O)N(CC(=O)Nc1ccccc1C(=O)N1CCOCC1)c1ccc(Cl)cc1 | 0.3 | -3 | -1 | 8 | 0.0 | 0 | 8 | 3 | 0
O=C(NC1CCCC1)C(Cc1ccccc1)n1cccc1 (stereo not drawn) | -0.3 | 5 | -3 | -3 | 0.1 | -4 | 17 | -1 | 7
CN(C)S(=O)(=O)c1ccc(C(=O)NC(=O)CSc2ccccc2)cc1 | -0.1 | -15 | 15 | -9 | -1.3 | 2 | -6 | 3 | 19
CCOC(=S)SCC(=O)N1CCc2ccccc2C1C1C(=O)CC(C)(C)CC1=O (stereo not drawn) | -0.6 | -4 | 10 | -6 | -0.3 | 0 | -2 | 0 | -8
O=C(c1ccccc1Br)N(Cc1ccco1)C1CCS(=O)(=O)C1 (stereo not drawn) | -1.4 | x | 13 | x | -1.3 | 7 | 6 | -2 | -2
Cc1cc(C)nc(N2CCC(C(=O)NCc3ccco3)CC2)n1 | 0.2 | x | x | -3 | x | 14 | 4 | 3 | -2
COc1cccc(OC)c1C(=O)NCCc1csc(-c2ccc(Cl)cc2)n1 | -0.7 | x | -19 | -1 | -0.4 | -2 | -21 | 7 | 1
COc1ccc(S(=O)(=O)c2c(Nc3cccc(C)c3C)sc(C(=O)c3ccccc3)c2N)cc1 | 2.0 | x | 4 | -24 | x | 0 | -27 | 38* | 1
CCN(Cc1ccccc1)C(=O)c1cnn(-c2ccc(F)cc2)c1-n1cccc1 | -0.7 | x | 3 | x | -1.3 | -5 | 3 | 5 | -2
Cc1ccccc1NC(=O)CN1C(=O)c2cccnc2Oc2ccc(Cl)cc21 | -0.6 | 4 | 12 | 1 | -1.4 | 3 | 0 | 2 | -1
CC(=O)c1ccccc1NC(=O)CN1C(=O)CS/C1=C\c1nc(-c2ccc(C)cc2)cs1 | -0.1 | 1 | -8 | -1 | 0.5 | -5 | -13 | 1 | -1
COc1ccc(Br)cc1C(=O)NC(=S)Nc1cc(-c2nc3ccccc3[nH]2)ccc1C | 0.1 | -8 | 10 | -11 | 0.1 | -4 | -5 | 7 | -6
COc1ccc(CCNC(=O)CCc2c(C)nc3c(c(C)nn3-c3ccc(C)c(C)c3)c2C)c(OC)c1OC | 0.1 | x | 5 | x | x | 15 | -6 | 0 | -1
COC(=O)c1c(-c2cccs2)csc1NC(=O)c1ccc(OC)c(OC)c1 | 0.8 | x | 5 | -25 | x | -9 | 1 | 3 | -2
Cc1cc(C)c2[nH]c(=O)c(CN(Cc3ccc4c(c3)OCO4)Cc3nnnn3C3CCCC3)cc2c1 | -0.1 | 27 | -15 | 3 | -0.3 | 7 | -10 | 4 | -4
COc1ccc(CCN=C(N)Nc2nc(C)cc(C)n2)cc1 | 3.3 | 9 | -5 | 8 | -0.3 | 12 | -23 | 2 | -11
CC(=O)N1CCc2cc(S(=O)(=O)CCC(=O)N3CCN(c4cccc(C)c4C)CC3)ccc21 | -0.9 | x | 7 | x | -0.1 | -1 | -3 | 4 | -1
CCCC(=O)NCCc1cc2c(C)ccc(C)c2[nH]c1=O | -0.6 | -1 | 1 | x | -0.3 | 0 | 4 | 1 | -2
O=C(CSc1nnc(CNC(=O)c2ccc(F)cc2)o1)NCC1CCCO1 (stereo not drawn) | 0.5 | 13 | -2 | 12 | 0.5 | 2 | 2 | 2 | -1
Cc1cccc(OCC(=O)NCC2(N3CCN(C)CC3)CCCCC2)c1 | -0.5 | x | -22 | -4 | 1.2 | -8 | 5 | 6 | 6
Cc1ccc(Nc2sc(C(=O)c3ccccc3)c(N)c2S(=O)(=O)c2ccccc2)cc1Cl | 1.2 | x | 22 | -30 | -0.2 | 0 | -22 | 17 | -2
CCn1c(/C=C/c2ccc([N+](=O)[O-])o2)nc2ccccc2c1=O | 0.5 | -10 | -3 | -6 | 0.2 | 0 | 23 | 1 | -1
COc1cccc(NC(=O)CN(C)C(=O)c2ccc3c(c2)S(=O)(=O)N=C2CCCCCN23)c1 | 1.0 | -4 | 1 | -13 | -0.2 | -2 | -11 | 2 | -1
CC(=O)Nc1nc(-c2ccc(Br)s2)cs1 | -0.4 | -11 | -9 | -5 | 0.1 | 29 | -8 | 5 | -2
CC1CC(C)CN(C(=O)C2CCCN(S(=O)(=O)c3cnc[nH]3)C2)C1 (stereo not drawn) | -0.3 | 6 | 3 | -9 | 0.9 | -4 | -13 | 3 | -3
Cc1ncc(CO)c(CO)c1O | 0.0 | -16 | -2 | 30 | -1.6 | 10 | -13 | 0 | -2
COc1ccc(N2CCN(CC(=O)Nc3c(C)cc(C)cc3C)CC2)cc1 | -0.9 | 6 | -1 | 9 | 0.2 | 1 | -9 | 0 | -3
CCOC(=O)N1CCN(C(=O)CCNS(=O)(=O)c2cc(Br)cnc2N)CC1 | 0.3 | -20 | 12 | 9 | 0.1 | 5 | 4 | -1 | 2
CCCn1cc(S(=O)(=O)c2ccc(OCC)cc2)c(=O)c2cc(C)ccc21 | -1.5 | x | x | -8 | -0.5 | 9 | 3 | -1 | 3
Cc1ccc(C(C)C)c(OCC(=O)NN=C(CCl)CCl)c1 | -0.2 | 3 | -9 | x | -1.0 | -2 | -18 | 2 | -7
COc1ccc2c(c1)CCc1c(C(=O)NCc3cccnc3)noc1-2 | -0.1 | -14 | 11 | -6 | 0.7 | -4 | -8 | 7 | -8
Cc1cc(C)cc(-n2c(SCC(=O)Nc3ccccc3F)nc3c(oc4ccccc43)c2=O)c1 | 1.2 | x | 16 | x | x | 1 | -4 | 6 | -5
O=C(NCc1ccc(Cl)cc1)c1ccc(CNS(=O)(=O)c2ccc(F)cc2)cc1 | 0.1 | x | 8 | -21 | x | 3 | -2 | 9 | -5

Of the compounds above, these contain bromine:
SMILES | TRHR ag | D2 antagonist | D2 PAM | RXFP1 antag | D2 agonist | TRHR PAM | D1 antagonist | D1 agonist | D1 PAM
O=C(c1ccccc1Br)N(Cc1ccco1)C1CCS(=O)(=O)C1 (stereo not drawn) | -1.4 | x | 13 | x | -1.3 | 7 | 6 | -2 | -2
COc1ccc(Br)cc1C(=O)NC(=S)Nc1cc(-c2nc3ccccc3[nH]2)ccc1C | 0.1 | -8 | 10 | -11 | 0.1 | -4 | -5 | 7 | -6
CC(=O)Nc1nc(-c2ccc(Br)s2)cs1 | -0.4 | -11 | -9 | -5 | 0.1 | 29 | -8 | 5 | -2
CCOC(=O)N1CCN(C(=O)CCNS(=O)(=O)c2cc(Br)cnc2N)CC1 | 0.3 | -20 | 12 | 9 | 0.1 | 5 | 4 | -1 | 2

Some of these compounds in order of molecular weight, smallest number first.
SMILES | TRHR ag | D2 antagonist | D2 PAM | RXFP1 antag | D2 agonist | TRHR PAM | D1 antagonist | D1 agonist | D1 PAM
CCCC(=O)NCCc1cc2c(C)ccc(C)c2[nH]c1=O | -0.6 | -1 | 1 | x | -0.3 | 0 | 4 | 1 | -2
CCn1c(/C=C/c2ccc([N+](=O)[O-])o2)nc2ccccc2c1=O | 0.5 | -10 | -3 | -6 | 0.2 | 0 | 23 | 1 | -1
Cc1cccc(OCC(=O)NCC2(N3CCN(C)CC3)CCCCC2)c1 | -0.5 | x | -22 | -4 | 1.2 | -8 | 5 | 6 | 6

The results go on:
SMILES | TRHR ag | D2 antagonist | D2 PAM | RXFP1 antag | D2 agonist | TRHR PAM | D1 antagonist | D1 agonist | D1 PAM
CCSc1nnc(-c2ccncc2)o1 | 0.1 | -1 | 15 | 8 | -0.1 | 1 | -3 | 2 | -4
CC1CN(C(=O)CCC(=O)NCCCc2ccccc2)c2ccccc2O1 (stereo not drawn) | -0.6 | -14 | -4 | -7 | 0.1 | -1 | -11 | 1 | -10
COc1ccc(CCNC(=O)c2ccccc2SC)cc1 | -0.5 | 1 | 0 | 15 | -0.3 | -5 | 7 | 1 | -5
Cc1ccc(NC(=O)C2CCN(S(=O)(=O)c3c(C)noc3C)CC2)c(C)c1 | -1.0 | x | -1 | x | -1.1 | -1 | -5 | 0 | -2
O=C1CSc2ccc(C(=O)NCCC3=CCCCC3)cc2N1 | -0.4 | -17 | -21 | 17 | -1.1 | -1 | -4 | 5 | -3
Cc1ccc(OCCC(=O)N(CCC(C)C)c2c(N)n(Cc3ccccc3)c(=O)[nH]c2=O)cc1 | 0.4 | -12 | -4 | -19 | -0.8 | -2 | -9 | 3 | 0
O=C(NCc1cccnc1)c1ccc(COc2ccccc2Cl)cc1 | 0.9 | 4 | -5 | -2 | -1.1 | -5 | -7 | 7 | 0
COc1cccc(/C(O)=C2/C(=O)C(=O)N(CCCN(C)C)C2c2cccc(Cl)c2)c1 (stereo not drawn) | 1.9 | -18 | 0 | x | 0.9 | -9 | -5 | 1 | -2
Cc1ccc(CCN2CC(C(=O)NCc3ccco3)CC2=O)cc1 (stereo not drawn) | -1.4 | x | x | -21 | x | 5 | 11 | 4 | -9
Cc1nn(Cc2ccc(Cl)cc2Cl)c(C)c1NC(=O)C1C2CCC(O2)C1C(=O)O (stereo not drawn) | 0.2 | -9 | -3 | 0 | 1.5 | -4 | -13 | 14 | -4
CNc1ccccc1C(=O)OC(C)C(=O)Nc1ccc(Cl)cn1 (stereo not drawn) | -0.7 | 1 | -14 | -20 | -1.1 | -6 | 0 | 8 | 1
Cc1nc(NC(=O)CN2CCOCC2)sc1C(=O)N(C)C | 0.3 | 4 | -3 | 7 | -0.1 | 1 | -1 | 6 | -4
CC(=O)c1c(C)[nH]c(C(=O)N2c3ccccc3CC2C)c1C (stereo not drawn) | 0.1 | -1 | -10 | x | -0.1 | -1 | -41* | 3 | -1
O=C1CC2CS(=O)(=O)CC2N1c1ccc(Cl)cc1Cl (stereo not drawn) | -0.2 | 11 | -3 | 0 | 0.3 | -1 | -27 | 0 | -9
COc1ccc(N2CCN(c3c(S(=O)(=O)c4ccccc4)cnc4ccc(OC)cc34)CC2)cc1 | 0.3 | -6 | 2 | -4 | 1.0 | 4 | 2 | 2 | 1
COc1ccc(-c2nnc(C3CCN(S(=O)(=O)c4ccc(C)c(C)c4)CC3)o2)cc1 | -1.2 | x | 5 | -5 | -0.6 | -5 | -24 | 1 | -2
CC1CCCC(NC(=O)COC(=O)CSc2ccc3ccccc3c2)C1C (stereo not drawn) | -0.4 | -5 | 0 | 0 | 0.2 | 3 | 2 | 5 | -3
